TDP2 absorb: TDP2 (human) inhibition, absorbance primary screen | O95551 | recombinant TDP2, T5PNP hydrolysis, p-nitrophenol absorbance 415 nm | inhibition, % at 12.8 µM | 370,000 compounds, 0.34% hits | AID 720702;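 active = inhibition above the mean of all tested compounds plus 3 SD, set per campaign, cut at about 25% in these data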;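 note: 0% = DMSO with enzyme and 100% = buffer with substrate but no TDP2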
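Incubation: 2 h at 37 °C; Test system: recombinant human TDP2; Quantity: enzyme 120 nM; Read-out basis: percent inhibition; Medium: 50 mM Tris-HCl pH 7.5 with Mg2+, KCl, DTT, BSA; Repeats: single replicate; Compound: 12.8 µM single point, 1% DMSO; Signal: epi absorbance; Reagent: 5 mM T5PNP chromogenic substrate; Benchmarks: no-enzyme high, DMSO-plus-enzyme low.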
HTRA1 inh: blocks human HTRA1 serine peptidase; inhibition, % at 5.96 µM; Q92743; recombinant HTRA1, FP-rhodamine activity-based probe, fluorescence polarization; 340,000 compounds, 0.5% hits; in the data active = inhibition above about 36%;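 note: 0% = enzyme with DMSO and 100% = wells lacking enzyme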
Target sequence (Q92743 whole entry, looked up): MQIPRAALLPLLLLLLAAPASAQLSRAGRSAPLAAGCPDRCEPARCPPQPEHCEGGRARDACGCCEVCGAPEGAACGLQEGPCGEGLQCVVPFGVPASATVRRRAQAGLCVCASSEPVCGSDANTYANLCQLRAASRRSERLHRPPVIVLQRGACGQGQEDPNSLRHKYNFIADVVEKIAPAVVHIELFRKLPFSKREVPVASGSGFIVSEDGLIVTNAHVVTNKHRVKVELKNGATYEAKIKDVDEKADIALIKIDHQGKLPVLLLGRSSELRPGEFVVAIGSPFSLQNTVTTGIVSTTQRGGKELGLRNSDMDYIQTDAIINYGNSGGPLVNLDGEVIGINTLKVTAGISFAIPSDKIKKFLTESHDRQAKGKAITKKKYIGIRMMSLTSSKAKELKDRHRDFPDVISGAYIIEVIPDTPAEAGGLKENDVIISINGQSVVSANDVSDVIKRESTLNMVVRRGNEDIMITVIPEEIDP
rCAG binder: binds r(CAG) RNA repeats; 370,000 compounds, 1.3% hits; inhibition, % at 3 µM; r(CAG) RNA repeat, TO-PRO-1 dye displacement fluorescence;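 active = inhibition above the plate cutoff, the mean of all test compounds on that plate plus 3 SD, cut at about 35% in these data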;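 note: 0% = DMSO alone and 100% = 100 µM mitoxantrone as full dye displacement; higher means more dye released from RNA so lower well fluorescence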
mABHD4 FP: ABHD4 (mouse) inhibition, primary FP screen; inhibition, % at 8.92 µM; Q8VD66; purified mABHD4, FP-Rh probe fluorescence polarization; 370,000 compounds, 0.54% hits;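 active = inhibition exceeding the mean over every tested compound plus 3 SD, cut at about 30% in these data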;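 note: 0% = plate median of compound wells and 100% = S159A mutant with DMSO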
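Assay system: mABHD4 protein; medium: HEPES pH 7.0, NaCl, Pluronic buffer; dosing: 8.92 µM, single dose; schedule: 45 min + 60 min at 25 °C; signal: FP readout, ex 525 nm / em 598 nm; read-out: normalized percent inhibition of probe labeling; repeats: single replicate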
TCR-CD3 inh: blocks the human TCR-CD3 interaction. inhibition, % at 9.4 µM. 360,000 compounds, 0.37% hits. TAMRA-labeled TCR probe fluorescence, biochemical. AID 651800; in the data active = inhibition above about 19%;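 note: recombinant mutant TCR 2C K166C tagged with TAMRA read by polarization; 0% = receptor in buffer alone and 100% = receptor with positive control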
LEDGF integ inh: blocks HIV-1 LEDGF/p75-dependent DNA integration. TR-FRET IN-LEDGF/p75 DNA integration, Eu/Cy5. inhibition, % at 3.7 µM. 370,000 compounds, 0.64% hits. AID 743269;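 active = inhibition above the screen-wide mean plus 3 SD, cut at about 13% in these data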;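 note: signal is the Cy5 over europium emission ratio at 671 and 618 nm; 0% = plate median of compound wells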
PRMT1 FP inh: blocks human protein arginine methyltransferase 1; recombinant PRMT1, activity-based probe fluorescence polarization; inhibition, % at 2.79 µM; 370,000 compounds, 1.3% hits; AID 652257;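 active = inhibition above about 21% made by adding two undisclosed values, limit read from the data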
SIAE inh: blocks human sialic acid acetylesterase. Q9HAT2. SIAE FP-Rh probe binding, fluorescence polarization. inhibition, % at 9.66 µM. 370,000 compounds, 0.69% hits. AID 1053197;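 active = inhibition above a cutoff: mean of compounds within the control limits plus 3 SD of those, cut at about 17% in these data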;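 note: 0% = plate median of compound wells and 100% = probe without SIAE protein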
MBD2 DNA inh: MBD2-methylated oligo binding inhibition. TR-FRET, MBD2 binding to methylated oligonucleotide. 370,000 compounds, 0.31% hits. inhibition, % at 4.4 µM. AID 686964. Q9UBB5; in the data active = inhibition above about 13%
Target sequence (Q9UBB5 whole entry, looked up): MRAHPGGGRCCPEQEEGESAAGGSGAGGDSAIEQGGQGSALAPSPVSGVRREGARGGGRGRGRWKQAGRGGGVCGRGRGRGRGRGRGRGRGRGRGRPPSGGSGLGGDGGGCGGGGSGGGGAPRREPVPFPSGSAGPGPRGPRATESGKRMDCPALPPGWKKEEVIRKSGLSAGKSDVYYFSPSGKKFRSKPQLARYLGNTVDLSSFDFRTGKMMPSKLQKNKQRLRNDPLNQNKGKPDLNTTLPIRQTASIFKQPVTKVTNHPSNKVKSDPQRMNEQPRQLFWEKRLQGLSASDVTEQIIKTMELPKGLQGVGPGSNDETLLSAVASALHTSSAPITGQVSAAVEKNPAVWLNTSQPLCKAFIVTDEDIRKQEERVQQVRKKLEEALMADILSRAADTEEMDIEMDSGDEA
NPR2 activator: GC-B (human) receptor activation | P20594 | HEK293-GC-B cells, CNP EC30, cGMP TR-FRET; 0% at EC30 CNP, 100% saturating CNP | activation, % at 10 µM | 370,000 compounds, 0.11% hits | AID 1920062;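 active = activation at 10 µM reaching about 35% in either raw or pattern-adjusted values, limit read from the data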
* hit, by the source's call; . = not tested or not shown.

Results follow in this order: TDP2 absorb, HTRA1 inh, rCAG binder, mABHD4 FP, TCR-CD3 inh, LEDGF integ inh, PRMT1 FP inh, SIAE inh, MBD2 DNA inh, NPR2 activator
- O=C1COc2ccc(C(=O)COC(=O)C3CC(O)CN3S(=O)(=O)c3ccc(Cl)cc3)cc2N1 (centres undefined)
  -6, 0, 1, 2, 7, 2, 4, 2, 2, -4
- CCn1c(NCc2c[nH]c3ccccc23)nc2ccccc21
  -2, -5, 4, 0, 3, 0, -1, 4, -3, -7
- Cc1noc(C)c1S(=O)(=O)N1CCN(S(=O)(=O)c2ccccc2C#N)CC1
  8, 0, 1, -1, -5, 1, -1, 2, 2, -2
- O=C(Nc1cccc(F)c1)C1CCN(C(=O)c2ccc(Cl)cc2)CC1
  -1, 2, 0, -8, -2, 4, -2, -3, -2, -1
- O=C(Nc1cccc([N+](=O)[O-])c1)N(c1ccccc1)c1ccccc1
  -1, -11, 3, 2, -11, -3, 0, -2, 7, -6
- COc1ccc(C/C(C)=N\NC(=O)c2cn(C)c3ccccc23)cc1OC
  14, -17, 5, -13, 6, 0, 2, 10, -1, -2
- Cc1ccc(C(=O)Nc2cccc(Oc3ccccc3)c2)o1
  -6, -45, 4, -27, -2, 2, 6, -4, 5, -2
- COC(=O)Nc1ccc(S(=O)(=O)N2CCN(c3ccc(F)cc3)CC2)cc1
  -3, -9, 2, -5, 1, -4, 1, -6, -2, -3
- CCc1ccccc1N=C1SCC(=O)N1C
  11, 0, -1, 6, 1, -1, -2, -3, 4, 4
- CC(C)(C)c1ccc(C(=O)Nc2ccc(C(=O)N3CCOCC3)cc2)cc1
  7, 0, -5, -8, 4, 1, -5, 13, 0, 4
- Cc1ccc(-n2nc3c(c2NC(=O)CCC2CCCCC2)CS(=O)C3)cc1 (centres undefined)
  4, 2, 0, 1, -10, 4, 3, 3, 2, -2
- Cc1c(NC(=O)c2ccc(S(=O)(=O)N(C)c3ccccc3)cc2)c(=O)n(-c2ccccc2)n1C
  -4, 1, -1, 4, -1, -8, -2, -4, 3, 4
- CCC1CCCCN1C(=O)Nc1cccc(NC(=O)N2CCCCC2CC)c1 (centres undefined)
  3, 5, -7, -1, -3, 0, -1, 5, 2, 1
- O=c1[nH]cnc2c1ncn2C1OCC(O)C(O)C1O (centres undefined)
  -5, 0, 0, -2, -12, -3, 2, -7, 2, 4
- Clc1ccc2nc(SCc3nnc(-c4ccccc4)o3)[nH]c2c1
  0, -25, 3, -1, -4, -3, 2, -6, -1, -8
- CN(C)C1(CNC(=S)Nc2ccccc2C(F)(F)F)CCCCC1
  3, 0, -2, -4, -2, -1, 4, -4, -5, -5
- C[C@@H]1CN([C@H](C)CO)C(=O)CCCn2cc(nn2)CO[C@H]1CN(C)C(=O)Nc1ccccc1
  -9, 2, 1, -9, 4, -2, 6, -6, 5, -1
- F[B-](F)(F)c1cnc2ccccc2c1
  -10, 7, 2, 31*, 0, -2, -2, -2, -5, 3
- C=CCn1c(=O)n(C(=O)OCC)c2cc(Br)ccc21
  -4, -4, -10, -8, 3, -4, 5, -8, 9, 3
- CC(C)CCNC(=O)c1ccc2c(c1)N(Cc1ccccc1)C(=O)CS2=O (centres undefined)
  3, -10, 3, -3, 3, -1, 7, 0, 0, -2

A different layout for 2 compounds above.
SMILES,TDP2 absorb,HTRA1 inh,rCAG binder,mABHD4 FP,TCR-CD3 inh,LEDGF integ inh,PRMT1 FP inh,SIAE inh,MBD2 DNA inh,NPR2 activator
O=C(Nc1cccc(F)c1)C1CCN(C(=O)c2ccc(Cl)cc2)CC1,-1,2,0,-8,-2,4,-2,-3,-2,-1
O=C(Nc1cccc([N+](=O)[O-])c1)N(c1ccccc1)c1ccccc1,-1,-11,3,2,-11,-3,0,-2,7,-6

Back to the main list with the seven entries that preceded the break.
Results follow in this order: TDP2 absorb, HTRA1 inh, rCAG binder, mABHD4 FP, TCR-CD3 inh, LEDGF integ inh, PRMT1 FP inh, SIAE inh, MBD2 DNA inh, NPR2 activator
- O=c1[nH]cnc2c1ncn2C1OCC(O)C(O)C1O (centres undefined)
  -5, 0, 0, -2, -12, -3, 2, -7, 2, 4
- Clc1ccc2nc(SCc3nnc(-c4ccccc4)o3)[nH]c2c1
  0, -25, 3, -1, -4, -3, 2, -6, -1, -8
- CN(C)C1(CNC(=S)Nc2ccccc2C(F)(F)F)CCCCC1
  3, 0, -2, -4, -2, -1, 4, -4, -5, -5
- C[C@@H]1CN([C@H](C)CO)C(=O)CCCn2cc(nn2)CO[C@H]1CN(C)C(=O)Nc1ccccc1
  -9, 2, 1, -9, 4, -2, 6, -6, 5, -1
- F[B-](F)(F)c1cnc2ccccc2c1
  -10, 7, 2, 31*, 0, -2, -2, -2, -5, 3
- C=CCn1c(=O)n(C(=O)OCC)c2cc(Br)ccc21
  -4, -4, -10, -8, 3, -4, 5, -8, 9, 3
- CC(C)CCNC(=O)c1ccc2c(c1)N(Cc1ccccc1)C(=O)CS2=O (centres undefined)
  3, -10, 3, -3, 3, -1, 7, 0, 0, -2
- O=C(NC1CC1)c1ccc2sc([C@H]3C[C@H](O)[C@@H](CO)O3)nc2c1
  7, ., -1, 5, -5, -4, 3, -1, 3, 3
- CC(C)COP(=O)(OCC(C)C)C(O)c1ccc2c(c1)OCO2 (centres undefined)
  -4, 9, -8, 2, 1, -2, 4, -1, 4, 1
- N#Cc1cnn(-c2ccccc2)c1NC(=O)c1ccccc1F
  2, 0, 7, 2, 0, -1, -1, -2, 2, 6
- O=C(CSc1nnc(-c2ccccc2)c(-c2ccccc2)n1)NCC1CCCO1 (centres undefined)
  5, -7, 3, 8, 2, 1, -1, 7, -3, 1
- O=C(Oc1ccc2ccc(O)cc2c1)c1ccccc1Cl
  8, -14, 11, -22, 7, 1, 4, 0, 5, -2
- C=CC1=CCN(S(=O)(=O)C(C)(C)C)[C@@H]1CCO
  -3, ., 9, 4, 5, 0, -1, 4, 3, -3
- O=C(N/C(=C\c1cccnc1)C(=O)N1CCOCC1)c1ccco1
  -11, -4, -2, 8, 5, 0, -4, -3, -2, 6
- O=C(O)/C(=C\c1cccc(F)c1)c1ccc(S(=O)(=O)N2CCCC2)s1
  12, 7, 17, 0, 0, 2, 0, 1, 2, 3
- COc1ccc(N(C(=O)c2ccc(Br)o2)C2C=CS(=O)(=O)C2)c(OC)c1 (centres undefined)
  -1, 2, 1, 4, 4, -1, 1, -3, -5, -8
- Cc1nn(-c2ccccc2)c(Cl)c1/C=C1\SC(=S)NC1=O
  12, -38, 65*, -85, -6, 0, 0, -46, 0, -2
- CC1(C)N=C(N)N=C(N)N1c1cc(Cl)ccc1Cl
  0, 1, 2, -4, -3, -6, 2, 1, 4, 1
- COc1ccc(C(C)=O)cc1Cn1c(C)c(C(=O)NCc2ccc3c(c2)OCO3)sc1=O
  6, ., 2, -3, -2, -1, -3, -6, -3, -4
- COc1ccc(C(=O)/C=C/Nc2ccccn2)cc1
  0, -12, -2, -3, 10, 6, -2, -3, 0, 1
- CC(=O)c1c(C)[nH]c(C(=O)CSc2nnc(-c3ccccc3)n2Cc2ccc3c(c2)OCO3)c1C
  4, 1, 1, 3, 4, 9, 1, -2, -6, 7
- Clc1ccc(Cn2ncc3c(N4CCCCC4)ncnc32)cc1
  -10, -16, -2, 3, -5, -5, 2, 2, 4, 21
- O=C(CCn1nc(-c2ccc(Cl)cc2)ccc1=O)NCCCN1CCCCCC1
  -12, -8, -4, -1, 7, 0, -1, 7, -2, -4
- N#C/C(=C\c1ccc(O)c(Br)c1)C(=O)NCc1ccccc1
  -7, 6, 20, 3, 4, -4, 1, -8, 0, -5
- CC(=O)c1cccc(NC2c3ccccc3C(=O)N2Cc2ccco2)c1 (centres undefined)
  -1, -1, -2, 3, -2, 3, 2, -4, 0, -9
- Cc1ccc(NC(=O)c2ccc(S(=O)(=O)NCC3CCCO3)cc2)cc1 (centres undefined)
  -21, 2, 5, -6, -10, 4, -2, 1, 5, -2
- O=C(CCN1C(=O)S/C(=C\c2cccs2)C1=O)NC1=NCCS1
  -1, -7, 5, -3, -1, -1, 12, -5, 1, -3
- O=S(=O)(Nc1nccs1)c1ccc(Cl)cc1
  1, 3, 7, 4, 0, 1, 1, 19*, -2, 9
- Cc1ccc(NC(=O)CSc2nn(-c3ccc(Cl)cc3)c(=S)s2)cc1S(=O)(=O)N(C)C
  3, -59, 20, -36, 15, 0, 0, -58, -3, -2
- Cc1ccc(S(=O)(=O)N2CCN(CC(O)COc3ccccc3)CC2)cc1 (centres undefined)
  -14, -2, -2, -7, -7, -1, 3, 3, 4, -5
- Cc1c(/C=N/NC(=O)CNc2ccccc2)c2ccccn2c1C(=O)c1ccccc1
  -2, 30, 13, 15, 0, 4, 2, 17, -2, -3
- Cc1cc(SCC(=O)Nc2cccnc2Cl)nc2ccccc12
  -13, 0, -2, -3, -4, -4, 1, -2, 1, -1
- Cc1cccc(NS(=O)(=O)c2ccc3nc(-c4ccccc4)[nH]c3c2)c1C
  -10, -5, 8, 2, 2, -4, -1, -2, 5, -4
- CC(C)(C)c1cc(C2COC(=O)COCCOCC(=O)OCCOCCO2)cc(C(C)(C)C)c1O (centres undefined)
  -3, -2, -3, 4, 8, 4, 4, 0, 2, 0

From PubChem

An excerpt. The share of hits here may be higher or lower than overall.
